# From PubChem
# OXTR ag: human OXTR agonists, primary screen, fluorescence, CHO-OTR cells, Fluo-8 calcium; Fluo-8 calcium fluorescence; normalized: DMSO 0%, oxytocin 100%; AID 2435, 2010; activation, % at 3 µM; 320,000 tested, 0.32% active; Oxytocin receptor (Homo sapiens), P30559;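 active means activation above the mean of all tested compounds plus 3 SD, cutoff set per screening run, cut at about 20% in these data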;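 further: peak over basal fluorescence ratio from a 100 s FLIPR kinetic read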
# Target sequence (P30559 whole entry, looked up): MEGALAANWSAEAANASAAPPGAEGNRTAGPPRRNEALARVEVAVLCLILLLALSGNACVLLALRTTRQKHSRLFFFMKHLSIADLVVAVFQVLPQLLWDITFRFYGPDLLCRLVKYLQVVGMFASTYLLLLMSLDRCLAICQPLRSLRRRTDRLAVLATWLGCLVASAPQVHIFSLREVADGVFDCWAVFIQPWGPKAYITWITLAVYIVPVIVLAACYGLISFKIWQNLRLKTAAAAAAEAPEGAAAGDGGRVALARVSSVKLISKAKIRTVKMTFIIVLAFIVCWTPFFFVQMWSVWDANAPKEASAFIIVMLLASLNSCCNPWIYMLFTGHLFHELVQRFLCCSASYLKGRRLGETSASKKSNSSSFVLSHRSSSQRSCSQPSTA
# Starred values were filed as active, the others as inactive.
No.	SMILES	OXTR ag
1	C[C@H](NC(=O)c1[nH]cnc1C(=O)Nc1ccc(Cl)cc1)c1ccccc1	-0.5
2	C[C@@H]1CN([C@@H](C)CO)C(=O)c2cc(NC(=O)C3CC3)ccc2O[C@@H]1CN(C)Cc1ccc(Cl)c(Cl)c1	0.6
3	O=C(COC(=O)c1ccco1)Nc1cc(S(=O)(=O)N2CCCCC2)ccc1Cl	1.4
4	O=S(=O)(c1ccc(SCc2ccccc2)nc1)N1CCCCC1	-0.7
5	COc1ccc(NC(=O)CN2C(=O)NC3(CCCc4ccccc43)C2=O)c(OC)c1 (stereo not given)	0.6
6	CC(=O)Nc1ccc(NC(=O)C(C)Sc2nnc(C3CC3)n2-c2ccccc2)cc1 (stereo not given)	0.6
7	COc1ccc(N2CCN(C(=O)CN3C(=O)NC4(CCCCC4C)C3=O)CC2)cc1 (stereo not given)	1.2
8	Cc1cc(C)c(NC(=O)C2CC(=O)N(C3CCCC3)C2)c(C)c1 (stereo not given)	0.8
9	O=C(COc1ccc(Br)cc1Cl)NC(=O)NC1CCCC1	-1.3
10	CCOc1ccc(OCCNC(=O)c2oc3ccccc3c2COC)cc1	-2.8
11	CCN(CC(=O)NCc1cccs1)C(=O)c1ccc(S(=O)(=O)Nc2ccccc2Cl)cc1	-1.5
12	C=C1C(=O)O[C@@H]2[C@H]3O[C@]3(C)CC/C=C(\C)CC[C@@H]12	-0.9
13	CC1CCCC(C)N1C(=O)COC(=O)/C=C/c1ccc(Br)o1 (stereo not given)	-0.6
14	CCCN(CC(=O)Nc1ccccc1OC)C(=O)c1nc2nc(C)ccn2n1	2.0
15	CC(=O)Nc1ccc(S(=O)(=O)NCCC(=O)NCCOc2ccccc2)cc1	-0.1
16	CCOC(=O)[C@H]1[C@H]2COc3ccccc3[C@@H]2N2C(=O)c3cc(Cl)ccc3NC(=O)[C@@]12C	-0.8
17	O=C(CSc1nc(=O)n2ccccc2n1)NCc1ccc(F)cc1	-0.7
18	CC(OC(=O)c1ccc(=O)n(Cc2ccccc2)n1)C(=O)Nc1cccc(Cl)c1 (stereo not given)	1.4
19	COc1cccc(-c2c(-c3cc(OC)cc(OC)c3)n(C)c3ccc(Br)cc23)c1	0.4
20	C=CC[C@@H](CC(=O)N[C@@H](CO)Cc1ccccc1)C(=O)N[C@@H](C)COC(=O)[C@@H](CC=C)Cc1ccc(F)cc1	0.4
21	COc1ccc(OC)c(C(=O)c2c(C)oc3cc(Br)c(O)c(CN(C)C)c23)c1	-2.2
22	O=C(NS(=O)(=O)NC1CCCCC1)C1=C(N2CCCC2)COC1=O	0.7
23	CCOc1ncccc1C(=O)OCC(=O)Nc1cc(C(C)(C)C)ccc1OC	-1.2
24	Cc1ccc(C(=O)CCC(=O)OCC(=O)NNC(=O)c2ccccc2Cl)cc1	1.2
25	Cc1c(C(=O)OCC(=O)NCc2ccco2)cccc1[N+](=O)[O-]	-0.1
26	CCN(CC)CCNC(=O)c1ccc(NC(=O)C2CC(=O)N(CCc3ccc(OC)c(OC)c3)C2)cc1 (stereo not given)	0.9
27	NC(=O)C1CCN(C(=O)c2cc(Cl)c3c(c2)OCCO3)CC1	1.0
28	O=C(NC(=S)Nc1ccccc1O)c1cncc(Br)c1	3.5
29	CC(Sc1nnc(-c2ccco2)n1C)C(=O)N(C)C1CCCCC1 (stereo not given)	-1.5
30	CC(NC(=O)COC(=O)CN1C(=O)c2ccccc2C1=O)c1ccccc1 (stereo not given)	0.1
31	CC(C)(C)OC(=O)NCCCCCNC(=O)c1[nH]cnc1C(=O)Nc1ccccc1	-1.1
32	O=S(=O)(c1cccnc1)N1CCn2cccc2C1c1ccccc1F (stereo not given)	-0.9
33	CC(NC(=O)CN1C(=O)NC2(CCCCCC2)C1=O)c1ccccc1 (stereo not given)	2.2
34	O=C(NCCS(=O)(=O)N1CCN(c2ccccc2F)CC1)c1ccc(Cl)cc1	-0.1
35	O=C(Nc1cccc(F)c1)C1CCCCC1	-0.9
36	COC(=O)c1c(NC(=O)Cc2ccc(OC)c(S(=O)(=O)N3CCOCC3)c2)sc(C)c1C	0.2
37	COc1ccccc1OCc1ccc(C(=O)Nc2ccccc2)cc1	-0.2
38	CC(=NNC(=O)c1cc(C)nc2ccccc12)c1ccc(N2CCOCC2)cc1	1.8
39	O=C(COC(=O)CCC1CCCC1)Nc1ccc(F)cc1	-2.3
40	O=C(CN1CCN(S(=O)(=O)c2ccc(Cl)cc2)CC1)NCc1cccs1	-0.3

# Reprinted at random: 3 compounds from above, in no set order.
No.	SMILES	OXTR ag
27	NC(=O)C1CCN(C(=O)c2cc(Cl)c3c(c2)OCCO3)CC1	1.0
6	CC(=O)Nc1ccc(NC(=O)C(C)Sc2nnc(C3CC3)n2-c2ccccc2)cc1 (stereo not given)	0.6
7	COc1ccc(N2CCN(C(=O)CN3C(=O)NC4(CCCCC4C)C3=O)CC2)cc1 (stereo not given)	1.2

# Back to the main list with the four entries that preceded the break.
No.	SMILES	OXTR ag
37	COc1ccccc1OCc1ccc(C(=O)Nc2ccccc2)cc1	-0.2
38	CC(=NNC(=O)c1cc(C)nc2ccccc12)c1ccc(N2CCOCC2)cc1	1.8
39	O=C(COC(=O)CCC1CCCC1)Nc1ccc(F)cc1	-2.3
40	O=C(CN1CCN(S(=O)(=O)c2ccc(Cl)cc2)CC1)NCc1cccs1	-0.3
41	CC1CN(C(=O)CSc2nnc(-c3cccs3)n2N)CC(C)O1 (stereo not given)	-0.1
42	O=C(COc1ccc2ccc(=O)oc2c1)Nc1cc([N+](=O)[O-])ccc1F	0.6
43	COCC(C)n1c(SCC(=O)Nc2sccc2C(N)=O)nc2ccccc2c1=O (stereo not given)	-0.8
44	O=C1COc2ccc(C(=O)COC(=O)CNS(=O)(=O)c3cccc(F)c3)cc2N1	0.3
45	COc1ccccc1-c1nnc(-c2ccc(C)cc2)o1	-2.7
46	Cc1noc(C)c1C(=O)Nc1ccccc1N1CCCC1	-0.6
47	CN1CCN(S(=O)(=O)c2cccc(C(=O)Oc3cccc(C#N)c3)c2)CC1	1.4
48	CCN(CC)CCNC(=O)c1ccc(NC(=O)c2cccc(-n3cnnn3)c2)cc1	2.4
49	CC(=O)OCC1=C(C(=O)O)N2C(=O)C(NC(=O)CC(C)c3ccccc3)C2SC1 (stereo not given)	1.2
50	CN(C(=O)c1ccc(NC(=O)Cc2ccc(NC(=O)C3CCCN(C(=O)C4CCCC4)C3)cc2)cc1)C1CC1 (stereo not given)	0.1
51	O=C(c1ccncc1)N1CCN(S(=O)(=O)c2ccccc2F)CC1	1.0
52	O=C(COC(=O)c1ccc(Cl)nc1)NNC(=O)c1ccc(Br)cc1	-0.6
53	CN(c1ccc(OCC(=O)OCC(=O)Nc2ccc(OC(F)F)cc2)cc1)S(=O)(=O)c1cccs1	11
54	O=c1[nH]c2c(=O)[nH]cnc2nc1-c1ccccc1	0.2
55	CC[C@@]1(C(=O)OC)N[C@H](CN(C)C(=O)c2ccc(F)cc2)[C@@H]2C(=O)N(C)C(=O)[C@@H]21	1.5
56	CC(=O)c1ccc(S(=O)(=O)NCCCC(=O)N(C)Cc2ccc3c(c2)OCO3)cc1	4.5
57	Cc1ccsc1C(=O)NCCc1ccco1	-0.3
58	COc1ccc(Cl)cc1NC(=O)CN(C)C(=O)c1cc(=O)c2ccccc2o1	2.9
59	COc1ccc(NC(=O)/C=C/c2ccc(S(=O)(=O)N3CCOCC3)cc2)cc1	1.2
60	Cc1c(C)n(Cc2ccccc2)c2ccc(C(=O)O)cc12	1.1
61	Cc1cc(C(=O)NNS(=O)(=O)c2cc(C(=O)O)ccc2Cl)c(C)n1-c1ccccc1	1.6
62	CN(C)c1ccc(S(=O)(=O)NCC(=O)OCC(=O)NC(=O)C2CCCCC2)cc1[N+](=O)[O-]	0.7
63	O=C(NCc1ccncc1)C1CCCN(S(=O)(=O)c2cc(Cl)ccc2Cl)C1 (stereo not given)	-0.8
64	Nc1ncccc1C(=O)OCC(=O)NC1CCCCCC1	0.5
65	COc1ccc(NS(=O)(=O)c2cccc(C(=O)NCCCN3CCOCC3)c2)cc1	-0.1
66	CCOc1cc(/C=N/NC(=O)c2cccc(S(=O)(=O)N3CCCC3)c2)ccc1OCC(=O)N(C)C	-0.4
67	C[C@H](CO)N1C[C@H](C)[C@H](CN(C)Cc2ccncc2)Oc2ccc(NC(=O)Nc3ccc(C(F)(F)F)cc3)cc2CC1=O	1.7
68	CCc1ccccc1NC(=O)C1CCCC1	0.2
69	CCCCN=C1SC(C(=O)Nc2sc3c(c2C(=O)OC)CCC3)C(N)=C1C(=O)N1CCOCC1 (stereo not given)	0.2
70	CCOC(=O)C1=C(CC)Nc2ccccc2N=C1NC(=O)c1cc(S(=O)(=O)N2CCOCC2)ccc1C	-0.6
71	CCOC(=O)C1=C(COC(=O)c2ncc(Cl)c(Cl)c2Cl)NC(=O)NC1C (stereo not given)	-1.4
72	O=C(CN1C(=O)NC2(CCCCC2)C1=O)N1CCN(S(=O)(=O)c2ccc(F)cc2)CC1	0.5
73	Cc1cc(O)c(Sc2ncn[nH]2)cc1NS(=O)(=O)c1ccc(Cl)cc1	-0.2
74	CC(=O)Nc1nc(-c2ccccc2)cc(-c2ccco2)c1C#N	-1.7
75	Cc1ccc(N(CCC#N)C(=O)COC(=O)C2=COCCO2)cc1	1.8
76	CSc1ccccc1NC(=O)CN(C)C(=O)c1ccc(NC(=O)c2cccs2)cc1	0.3
77	CC(C)C(NC(=O)CN(c1ccc2c(c1)OCCO2)S(=O)(=O)c1ccccc1)C(C)C	-2.6
78	COc1cccc2sc3cc(NCc4ccc5c(c4)OCO5)ccc3c(=O)c12	1.1
79	O=C(c1cccc(S(=O)(=O)Nc2ccc(F)cc2)c1)N1CCCC1	2.6
80	Cc1nc(SCC(=O)Nc2nccs2)c(C#N)c(C)c1C	-0.8
81	CCC1CCC/C1=N\NC(=O)c1ccc(Cl)cc1 (stereo not given)	-0.9
82	CC(C)(C)OC(=O)N[C@@H](C(=O)OC(C)(C)C)c1ccc2c(c1)OCO2	-1.6
83	Cc1ccccc1C(=O)NCC(=O)OC(C)C(=O)Nc1ccnn1C(C)C (stereo not given)	0.1
84	O=C(/C=C/c1ccccc1)NCCS(=O)(=O)N1CCN(c2ccc(F)cc2)CC1	-0.7
85	Cc1cccc(Cn2nnc3ccccc32)c1O	2.0
86	CC(=O)N1CCN(C(=O)c2ccc(-c3ccccc3Cl)o2)CC1	-0.7
87	COc1ccc(NC(=O)CN(C)C(=O)c2cccc(S(=O)(=O)N3CC4(C)CC3CC(C)(C)C4)c2)cc1 (stereo not given)	-0.5
88	O=C(/C=C/c1ccccc1Cl)OCC(=O)c1ccc[nH]1	3.0
89	COc1ccc(NC(=O)C2=CN3CCS(=O)(=O)N=C3C=C2)c(OC)c1	0.9
90	O=C(COC(=O)C1=COCCO1)Nc1ccc(F)cc1	0.8
91	COc1ccccc1OCCNC(=O)c1cccc(S(=O)(=O)NCc2ccccc2)c1	4.1
92	CCOc1ccc(S(=O)(=O)NCCC(=O)N2CCN(c3ccccc3O)CC2)cc1	-1.6
93	CSCCC(NS(=O)(=O)c1ccc2c(c1)OCCO2)C(=O)N(C)Cc1ccccc1F (stereo not given)	1.3
94	CCOC(=O)C1CCN(C(=O)COC(=O)/C=C/c2cccc(OC)c2OC)CC1	-0.1
95	Cc1cccc(OCC(=O)Nc2ccncc2)c1	6.4
96	COc1ccc(-c2c(-c3ccsc3)oc(=O)c3cc(OC)c(OC)cc23)cc1	-0.4
97	Cc1c(C(C)CCCO)oc(=O)c2c1Oc1c(C)c(C(C)C[C@H](C)O)oc(=O)c1C2 (stereo not given in full)	1.4
98	O=C(NNC(=O)c1cc(-c2ccncc2)nc2ccccc12)c1ccccc1O	0.3
99	C[C@H](CO)N1C[C@H](C)[C@@H](CN(C)C)Oc2c(NC(=O)C3CC3)cccc2C1=O	1.8
100	COC(=O)CN1C(=O)[C@H]2[C@@H](/C=C/c3ccccc3)N3C(=O)CN(Cc4ccccn4)C(=O)[C@@]3(Cc3ccccc3)[C@H]2C1=O	-0.4

# Next section:
No.	SMILES	OXTR ag
101	COc1ccc(C(=O)COC(=O)c2c(C)noc2C)cc1Cl	3.9
102	COc1ccc2oc(C(=O)N(C)Cc3ccc4c(c3)OCCO4)c(C)c2c1	0.4
103	Cc1onc(-c2c(F)cccc2Cl)c1C(=O)N(C)CC(=O)Nc1cccc(F)c1	0.0
104	NC(=O)C[C@H](NC(=O)c1ccc(Cl)cc1)C(=O)OCc1ccccc1	0.5
105	Cc1ccc(S(=O)(=O)N2CCN(C(=O)COC(=O)c3ccccc3Cl)CC2)c(C)c1	5.8
106	COc1ccc2sc(-c3ccc(S(C)(=O)=O)cc3)c(-c3ccc(SC)cc3)c2c1	1.0
107	CC(C)N(Cc1ccccc1)C(=O)COC(=O)c1cnc(Cl)c(Cl)c1	-1.8
108	O=S(=O)(c1ccccc1)[C@@]1(c2ccccc2)C[C@@H]2ON=C(c3cccc(Br)c3)[C@@H]2C1	-1.3
109	Cc1ccc(C2CC(c3cccs3)=NN2C(=O)CSc2nc(=O)n3cc(C)ccc3n2)cc1 (stereo not given)	0.0
110	Cc1cc(C)c(NC(=O)CNC(=O)c2ccccc2SCC(=O)N2CCCC2)c(C)c1	0.3
111	O=C(c1ccc(NS(=O)(=O)c2ccc(F)cc2)cc1)N1CCCCC1	0.9
112	Cc1ccc(OCC(=O)Oc2ccccc2[N+](=O)[O-])cc1	1.7
113	O=S(=O)(Nc1ccc2c(c1)OCO2)c1ccc(F)c(F)c1	-0.7
114	CC(C)C(NC(=O)c1ccccc1)C(=O)NC1CCCc2ccccc21 (stereo not given)	-0.8
115	O=C(COC(=O)c1cc(S(=O)(=O)N2CCOCC2)ccc1Cl)NC1CC1	0.9
116	CC(=O)OCCC(C)C	2.1
117	O=C(CCNS(=O)(=O)c1cccc(C(F)(F)F)c1)NC1CC1	-0.6
118	CSc1nc(N)nc2c1ncn2CC(=O)NCc1ccc2c(c1)OCO2	1.4
119	COc1cccc(C(=O)N(C)CC(=O)Nc2cccc3ccccc23)c1	1.2

# Down the list, quoted from above:
# Compounds 111–118 in OXTR ag read 0.9, 1.7, -0.7, -0.8, 0.9, 2.1, -0.6, 1.4

# An excerpt. The share of hits here may be higher or lower than overall.
